D3 ag: agonists of human D3 dopamine receptor; D3R DiscoveRx beta-arrestin cells, luminescence, 90 min; max activation, %; 410,000 tested, 0.58% active; in the data active = max activation above about 30%; also: 0% is about no effect; mostly tested at two doses, the higher about 12 µM
Target sequence (P35462 whole entry, looked up): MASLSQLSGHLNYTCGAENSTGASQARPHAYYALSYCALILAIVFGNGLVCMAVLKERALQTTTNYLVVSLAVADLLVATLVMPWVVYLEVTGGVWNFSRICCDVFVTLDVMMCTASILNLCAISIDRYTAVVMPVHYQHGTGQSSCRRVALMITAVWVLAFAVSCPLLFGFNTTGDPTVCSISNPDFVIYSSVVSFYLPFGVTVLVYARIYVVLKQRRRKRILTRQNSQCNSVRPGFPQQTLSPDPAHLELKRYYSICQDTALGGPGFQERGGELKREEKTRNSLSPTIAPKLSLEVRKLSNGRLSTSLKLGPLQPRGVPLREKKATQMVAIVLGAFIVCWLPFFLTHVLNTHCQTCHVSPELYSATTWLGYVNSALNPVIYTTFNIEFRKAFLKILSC
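Agonist mode: compounds and dopamine controls were applied to plated cells for 90 min at 37 degrees C after an overnight attachment at 1500 cells/well. Luminescent read-out followed 30 - 60 minutes at room temperature with DiscoveRx detection reagent.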
Mm-Cpn inhibitor: blocks the Methanococcus maripaludis chaperonin Mm-Cpn. purified Mm-Cpn ATPase, ADP Transcreener TR-FRET. Potency, µM (doses to about 76.9 µM), without a hit: top-dose activity, negative = inhibition, actives largely listed as inhibitors. 330,000 tested, 0.031% active; also: potency is read from the fitted curve at half-maximal effect; % is scaled to controls: 0 for no effect and ±100 for the full control effect; nearly all actives have a fitted effect of over 80% in size
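Compound-treated chaperonin, 25 nM final, turns over 10 uM ATP at 37°C for 30 min following a 10 min preincubation; ADP generated competes with ADP-d2 for Eu-cryptate antibody, lowering FRET.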
CCT chaperon mod: changes cytosolic chaperonin activity. purified chaperonin ATPase assay, HTRF ADP detection, 30 min. activity change, % (test concentration not listed), hits read low. 360,000 tested, 0.3% active. AID 651819; in the data active = activity change below about -30%; also: % is scaled to controls: 0 for no effect and ±100 for the full control effect
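First, chaperonin was dispensed at 40 nM or 20 nM final depending on batch activity. Next, compounds were pinned at 76 uM and ATP added at 10 uM. After 30 min at 37 °C, ADP detection reagents ran 30 min at ambient temperature.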
EPAC2 ag: agonists of human EPAC2 (RAPGEF4). Q8WZA2. EPAC2 activation, biochemical qHTS; response scale: 100% = 6.5 mM cAMP response. Potency, µM (doses to about 154 µM), inactives show at the top dose activation, actives largely listed as activators. 360,000 tested, 0.079% active; also: potency is read from the fitted curve at half-maximal effect; nearly all actives have a fitted effect of over 50% in size
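Compounds were titrated in qHTS against a Rap1B-BODIPY-GDP (250 nM) complex with EPAC2 (100 nM) and GDP (50 uM). BODIPY-GDP release tracked at 480/540 nm over 30 min at room temperature, normalized to 6.5 mM cAMP.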
pAkt inh: Akt phosphorylation inhibition | 360,000 tested, 0.32% active | activity change, % for hits at 50 µM | Neuro2A IGF-stimulated pAkt S473 HTRF, 20 min; hits give low values | AID 651550; in the data active = activity change below about -80%; inconclusive = mostly about -51% to -80%; also: % is scaled to controls: 0 for no effect and ±100 for the full control effect
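Neuro2A cells (4,500/well, DMEM with 0.5% FBS) were treated with compound at a single 50 µM final concentration, stimulated with 6 nM IGF for 20 min at 37 °C, and lysed. Phospho-Akt Ser473 was read by HTRF as 665/615 ratio ×10^4.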
PTHR1 ag: PTHR1 (human) receptor agonism; Q03431; HEK293 GP2 PTHR1 cells, GloSensor cAMP luminescence, 1 h; Potency, µM (top dose mostly 115 µM), inactives show at the highest dose activation, hits mostly activators; 410,000 tested, 0.075% active; AID 743266; also: potency is read from the fitted curve at half-maximal effect; nearly all actives have a fitted effect of over 55% in size; some results filed as inactive show a strong effect at the top dose; inactives centre near -15; many of its hits are not listed in these tables
Target sequence (Q03431 whole entry, looked up): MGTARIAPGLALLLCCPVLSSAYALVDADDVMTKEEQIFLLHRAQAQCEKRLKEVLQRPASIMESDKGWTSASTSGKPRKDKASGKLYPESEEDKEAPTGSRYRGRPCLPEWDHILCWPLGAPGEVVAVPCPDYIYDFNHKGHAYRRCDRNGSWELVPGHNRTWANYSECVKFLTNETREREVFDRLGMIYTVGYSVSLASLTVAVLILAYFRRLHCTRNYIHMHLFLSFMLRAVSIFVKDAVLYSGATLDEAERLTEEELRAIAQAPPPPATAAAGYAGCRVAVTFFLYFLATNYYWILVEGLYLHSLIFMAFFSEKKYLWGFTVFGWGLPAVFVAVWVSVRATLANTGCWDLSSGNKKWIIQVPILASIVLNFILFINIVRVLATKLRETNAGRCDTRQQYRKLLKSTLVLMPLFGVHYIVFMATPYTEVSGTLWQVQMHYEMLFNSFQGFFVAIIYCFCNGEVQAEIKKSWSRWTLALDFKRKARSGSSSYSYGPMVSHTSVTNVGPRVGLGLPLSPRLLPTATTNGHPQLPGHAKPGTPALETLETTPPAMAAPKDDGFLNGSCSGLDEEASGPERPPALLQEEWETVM
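HEK-293-derived GP2 cells expressing PTHR1 and a GloSensor cAMP reporter, 3,000/well, plated overnight, given luciferin plus IBMX (each 0.5 mM as added) for 1 h at 37 °C, then compound for 1 h at 37 °C. Luminescence was read after 15 min at room temperature.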
EPAC2 antagonist: EPAC2 (human) antagonism; EPAC2 GEF exchange of Rap1B-BODIPY-GDP, fluorescence; 360,000 tested, 0.18% active; Potency, µM (doses to about 114 µM), inactives show at the top dose activity, negative = inhibition, most hits filed as inhibitors; also: potency is read from the fitted curve at half-maximal effect; % is scaled to controls: 0 for no effect and ±100 for the full control effect; nearly all actives have a fitted effect of over 45% in size; many of its hits are not listed in these tables
DRD3 antagonist: antagonists of human D3 dopamine receptor | AID 652054 | P35462 | 360,000 tested, 2.5% active | D3R cells, DiscoveRx beta-arrestin luminescence, antagonist mode; hits give low values | max response, negative = inhibition, %; in the data active = max response below about -50%; inconclusive = no clear call, values can overlap the other calls; also: % is scaled to controls: 0 for no effect and ±100 for the full control effect; mostly tested at two doses, the higher about 12 µM
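Cells plated overnight at 1500 cells/well, then exposed to library compounds with dopamine controls for 90 minutes at 37 degrees C. DiscoveRx reagent added for 30–60 minutes at room temperature; luminescence read, quantitative HTS format.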
Starred values were filed as active, the others as inactive; i = inactive; ? = inconclusive; . = not tested or not shown; [ ] = dose if it differs, or a comment. Unless noted, calls follow the shape of the dose curve; as a rule, active = well fitted curve in the direction sought with a large enough effect; inconclusive = small, poorly fitted or top-dose-only effect, or another doubt; inactive = no such curve, though single readings can be large; an effect the other way counts as inactive or inconclusive.

SMILES | D3 ag | Mm-Cpn inhibitor | CCT chaperon mod | EPAC2 ag | pAkt inh | PTHR1 ag | EPAC2 antagonist | DRD3 antagonist
CCCCN(C)C(=O)c1ccc2c(c1)N(CC)C(=O)c1ccccc1S2=O (configuration not stated) | 5.8 | -2.5% | -2.7 | -1.4% | i | -4.1% | 1.3% | -0.5
C=CCNC(=S)NNC(=O)c1ccccc1OCC | 4.5 | -3.9% | -3.8 | 0.4% | i | -0.9% | 7.7% | 8.3
CCNC(=O)C1(C)CCCN(Cc2noc(-c3ccccc3OC)n2)C1 (configuration not stated) | 2.9 | . | -0.6 | -1.2% | . | i | -4.7% | 23.6
COc1ccc(C(=O)NC2CC2)cc1OC1CCN(Cc2cc(C)c(C)cc2C)CC1 | 2.2 | 1.0% | 1.9 | -2.5% | i | i | 6.0% | -2.3
COc1cccc(CNCc2ccccc2OC)c1 | -1.7 | -0.6% | -1.6 | 6.0% | i | i | 8.0% | -9.7
CC(Sc1nnc(C2CC2)n1N)C(=O)NC1CCCCC1C (configuration not stated) | -6.3 | 0.1% | -1.1 | -3.3% | i | i | 15.8% | 2.5
CC1(C)Cc2c(cnn2-c2ccccc2)C(=O)/C1=N\NC(=O)c1ccccc1 | -0.2 | 1.6% | -1.1 | 10.7% | i | -8.1% | -5.5% | -8.0
COc1ccc(CCC(=O)NC(C)c2ccccc2)cc1OC (configuration not stated) | 3.6 | 2.1% | -1.0 | -0.1% | i | -6.9% | 5.3% | 0.8
Cc1ccc(NC(=O)C2C3C=CC(O3)C2C(=O)O)c(C)c1 (configuration not stated) | 6.7 | -5.3% | -1.8 | -0.3% | i | -0.6% | 9.2% | 8.2
O=C(NN=Cc1ccc2c(c1)CCC2)c1ccccc1[N+](=O)[O-] | 4.1 | . | -0.7 | 0.5% | i | -10.9% | 0.2% | ?
COc1ccccc1C(=O)N1CCN(c2cccc(C(F)(F)F)c2)CC1 | -4.9 | -0.9% | -1.0 | 3.5% | i | -14.7% | 11.8% | 21.6
c1ccc(CSCCc2ccncc2)cc1 | 5.9 | -0.3% | -2.6 | 3.1% | i | i | -7.1% | -18.4
Cc1nnc(SCc2ccc(C(=O)O)cc2)s1 | -0.8 | -20.6% | -1.3 | 9.4% | i | -8.1% | -2.1% | 2.5
O=C(CSC1=NCCS1)NC1CCCCC1 | 0.1 | . | 3.3 | 0.3% | i | -20.8% | 9.1% | 25.2
CCN(CC(=O)N1CCCC1)S(=O)(=O)c1ccc2ccccc2c1 | 5.7 | 2.3% | -6.7 | 10.6% | i | i | 8.3% | 6.4
COc1ccc(OCC(=O)N2c3ccccc3CCc3ccccc32)cc1 | -2.2 | 0.7% | -3.4 | -2.4% | i | i | 4.1% | 2.1
Fc1ccc(-n2nnc(-c3cnc4ccccc4c3)n2)cc1 | 10.1 | . | -1.8 | 10.9% | i | -47.4%[inhibitor] | 2.0% | 20.3
CCc1ccc(/C=C/C(=O)c2cc(Br)ccc(=O)c2O)cc1 | -13.6 | -4.4% | 0.2 | 0.0%[15.6 µM] | . | -20.7%[57.5 µM] | -15.2% | ?
O=C(NCCC1=CCCCC1)C1CCN(c2nnc(-n3cccc3)s2)CC1 | -4.2 | -5.6% | -0.3 | -7.3% | i | i | -22.7% | 0.0
CC1(C(=O)NCc2ccc(C(F)(F)F)cc2)CCN1Cc1ccc(-c2ccccc2)o1 (configuration not stated) | 11.5 | . | 0.5 | -4.8% | i | -18.8% | ? | 10.6
COc1cccc(CC(=O)Nc2ncc(C)s2)c1 | 4.4 | 1.2% | -1.1 | 3.4% | i | -1.7% | -0.4% | -11.6
Cc1ccc(S(=O)(=O)N2CCOCC2)cc1C(=O)N1CCN(Cc2ccccc2)CC1 | 4.1 | -1.8% | -0.1 | 8.8% | i | i | 18.2% | 3.8
CC(C)Cn1c(CCNC(=O)c2ccco2)nc2ccccc21 | 13.4 | -5.8% | -0.1 | -0.7% | i | i | 1.3% | 3.8
COc1ccc(/C=N/NC(=O)c2ccc(NC(=O)c3ccccc3Br)cc2)cc1 | 2.4 | -12.8% | 0.1 | -1.1% | i | -15.3% | -2.9% | -21.1
CC(C)Sc1nc(N2CCOCC2)c2c(c1C#N)CC(C)(C)SC2 | 4.6 | -5.0% | -4.0 | 3.3% | i | -20.5% | -3.4% | 4.5
Cc1ccc(-c2nc3ccccc3nc2-c2ccccc2)cc1 | -3.3 | 2.5% | -2.4 | 10.0% | i | i | ? | 20.8
CCn1cc(C(=O)O)c(=O)c2cnc(N3CCN(C(=S)Nc4ccc(F)cc4)CC3)nc21 | 7.6 | -1.2% | 1.6 | 3.6% | i | ? | -6.8% | 0.7
O=C(Cc1ccc([N+](=O)[O-])cc1)NCC1CCCO1 (configuration not stated) | -3.3 | 3.4% | -0.7 | 3.3% | i | -1.1% | 4.6% | 8.7
S=C(NCc1ccccc1)N1CCN(C(=S)NCc2ccccc2)CC1 | 5.9 | 3.8% | -1.2 | -3.8% | i | -19.7% | 2.5% | 8.2
COc1ccc(CNC(=O)CN(c2ccccc2OC)S(=O)(=O)c2cccs2)cc1 | 9.4 | -6.4% | -0.6 | 3.8% | i | -20.7% | -3.0% | 26.9

Part of the list above, reduced to CCT chaperon mod:
canonical_smiles,CCT chaperon mod
O=C(Cc1ccc([N+](=O)[O-])cc1)NCC1CCCO1 (configuration not stated),-0.7
S=C(NCc1ccccc1)N1CCN(C(=S)NCc2ccccc2)CC1,-1.2

The list goes on:
SMILES | D3 ag | Mm-Cpn inhibitor | CCT chaperon mod | EPAC2 ag | pAkt inh | PTHR1 ag | EPAC2 antagonist | DRD3 antagonist
Cc1ccc(C(=O)O)cc1Nc1ncnc2sc3c(c12)CCC3 | 6.6 | ? | -0.4 | 11.6% | i | ? | -0.4% | 13.9
CC[N+](C)(CC)CCC(c1ccccc1)C1CCCCC1 (configuration not stated) | 4.4 | 2.0% | 3.8 | -2.7% | i | i | 0.9% | 15.9
CCN(CC)S(=O)(=O)c1cccc(C(=O)OCC(=O)c2ccc3c(c2)NC(=O)CO3)c1 | 0.2 | -0.9% | -1.2 | 14.7% | i | -2.4%[57.5 µM] | -0.8% | -5.1
CC1(C)C([N+](=O)[O-])C(c2ccc(O)cc2)NC(c2ccc(O)cc2)C1[N+](=O)[O-] (configuration not stated) | -20.5 | 0.8% | 1.7 | -0.6% | i | i | 4.7% | 4.4
CCCCNc1cc(F)nc(N)n1 | 0.3 | -0.3% | 1.5 | 7.5% | i | -6.1% | 3.8% | 11.4
COc1ccc(-c2[nH]ncc2CN2CCC(N3CCSCC3)CC2)c(F)c1 | 3.2 | 0.4% | 0.0 | 8.6% | i | i | -0.9% | 6.1
O=C(CSC(=O)c1ccccc1)Nc1ccccc1F | 3.9 | 0.5% | -0.7 | 2.6% | i | -17.0% | -8.6% | 2.2
COc1ccc(-c2c(N)nnc3c2[nH]c2ccccc23)cc1OC | -0.5 | -1.4% | 0.3 | -7.4% | i | i | -1.2% | 5.6
COc1ccc(N=C2SCC(=O)N2CCc2ccc(OC)c(OC)c2)cc1 | -6.0 | 1.5% | -0.1 | 4.6% | i | -21.6% | -2.2% | 21.3
CCOc1cc(/C=N/NC(=O)CN2CCOCC2)ccc1OCc1ccc(Cl)cc1 | -1.9 | -0.8% | -1.6 | -13.6% | i | -24.3% | -8.6% | 15.3

Structural class, the compounds so far containing a nitro group on carbon
SMILES | D3 ag | Mm-Cpn inhibitor | CCT chaperon mod | EPAC2 ag | pAkt inh | PTHR1 ag | EPAC2 antagonist | DRD3 antagonist
O=C(NN=Cc1ccc2c(c1)CCC2)c1ccccc1[N+](=O)[O-] | 4.1 | . | -0.7 | 0.5% | i | -10.9% | 0.2% | ?
O=C(Cc1ccc([N+](=O)[O-])cc1)NCC1CCCO1 (configuration not stated) | -3.3 | 3.4% | -0.7 | 3.3% | i | -1.1% | 4.6% | 8.7
CC1(C)C([N+](=O)[O-])C(c2ccc(O)cc2)NC(c2ccc(O)cc2)C1[N+](=O)[O-] (configuration not stated) | -20.5 | 0.8% | 1.7 | -0.6% | i | i | 4.7% | 4.4

New compounds follow:
SMILES | D3 ag | Mm-Cpn inhibitor | CCT chaperon mod | EPAC2 ag | pAkt inh | PTHR1 ag | EPAC2 antagonist | DRD3 antagonist
CC(=O)NC(c1cccc(F)c1)c1nc(-c2cc3ccccc3o2)cs1 (configuration not stated) | 0.5 | . | 0.2 | 7.2% | i | -26.8% | 2.4% | 48.0
CCn1c(SCC(=O)c2[nH]c(C)c(C(C)=O)c2C)nnc1-c1ccncc1 | 2.0 | 2.0% | -2.8 | -5.5% | i | 20.7%[57.5 µM] | 9.0% | -3.7
CCC(C)NC(=O)c1cnn2c(C)c3c(nc12)CCCC3 (configuration not stated) | 3.9 | 2.2% | 3.0 | 0.6% | i | i | 10.9% | -22.6
O=c1[nH]c(=O)c2[nH]c(=S)[nH]c2[nH]1 | -4.7 | . | 0.3 | -1.2% | i | i | 6.5% | 27.8
CCOc1ccc(/C=N/NC(=O)c2[nH]c3ccc(C)cc3c2C)cc1 | 1.7 | 0.4% | 0.6 | 7.0% | i | i | -9.9% | ?
C[C@H]1NS(=O)(=O)c2cc(Cl)ccc2O[C@@H]1c1ccccc1 | 0.7 | . | -2.9 | 22.9% | i | -51.3%[inhibitor] | -2.4% | -18.7
CC(C)(C)CC(=O)Nc1ccc(-c2cn3cccnc3n2)cc1 | -22.2 | -7.6% | 2.3 | -0.2% | i | -15.7% | 8.1% | -23.5
CCC(=O)c1ccc(OCC(O)CN2CCCCC2)cc1 (configuration not stated) | -15.0 | 0.7% | -1.5 | 9.0% | i | i | 1.3% | ?
CCc1nc(N2CCOCC2)c(C#N)c2c1COC(C)(C)C2 | 2.2 | -1.2% | 0.5 | 7.2% | i | i | 17.9% | 12.0
CCO/C(C)=C1\N=C(c2ccc(Cl)cc2)OC1=O | 0.4 | 2.7% | -1.8 | 24.5% | i | -0.9% | -19.9% | -15.7
CCOC(=O)C(/C=C(\C#N)C(=O)OCC)=C(/N)N1CCN(c2ccccc2)CC1 | -4.6 | 0.9% | 1.1 | 6.2% | i | -14.8%[57.5 µM] | 13.5% | -18.5
CCN(CC(=O)Nc1c(F)cccc1F)C(=O)Cc1ccsc1 | 4.0 | 0.3% | -0.7 | 2.0% | i | -27.1% | -3.1% | 24.3
CC(=O)N1CCN(C(=S)Nc2ccc(Oc3ccccc3)cc2)CC1 | -1.1 | 1.4% | -2.4 | 13.5% | i | i | -2.1% | 11.7

An excerpt, so the mix of outcomes need not match the whole.
